Ecoli viability = bacterial growth inhibition, counter-screen for AddAB inhibitors; E. coli V3065 growth, OD600 absorbance, 18 h; inhibition, % at 11.9 µM; AID 449728; 0.27% of 330,000 active;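 active means inhibition above the campaign's mean inhibition across all tested compounds plus 3 SD, cut at about 9.9% in these data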;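 further: uninfected addAB+ strain grown without phage in ampicillin broth; 0% = DMSO wells and 100% = ciprofloxacin 0.95 µg/ml wells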
Rtt109 HAT inh = C. albicans Rtt109 histone acetyltransferase inhibition. inhibition, % at 34.9 µM. Q5AAJ8. 0.16% of 330,000 active. AID 540336. purified Rtt109/Vps75, ThioGlo CoA-SH fluorescence, 4 h;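 active means inhibition of at least 50% in every replicate; inconclusive means best replicate reaches 50% inhibition but some replicates fall short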
Target sequence (Q5AAJ8 whole entry, looked up): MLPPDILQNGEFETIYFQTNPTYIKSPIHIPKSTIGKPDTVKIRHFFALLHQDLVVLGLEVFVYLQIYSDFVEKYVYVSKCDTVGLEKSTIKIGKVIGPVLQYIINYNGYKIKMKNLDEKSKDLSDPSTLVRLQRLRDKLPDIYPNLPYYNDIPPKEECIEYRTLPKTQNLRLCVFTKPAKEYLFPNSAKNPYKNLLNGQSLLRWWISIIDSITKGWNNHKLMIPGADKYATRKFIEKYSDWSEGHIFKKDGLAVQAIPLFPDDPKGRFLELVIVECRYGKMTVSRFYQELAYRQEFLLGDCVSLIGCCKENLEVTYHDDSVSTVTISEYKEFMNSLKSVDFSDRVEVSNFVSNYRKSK
phage Ecoli inh = E. coli growth loss with phage present | 0.26% of 360,000 active | growth absorbance | AID 651602 | inhibition, % at 11.9 µM; in the data active means inhibition above about 11%
CAL PDZ inh = blocks peptide binding to human CAL PDZ domain | purified CAL PDZ, TMR-peptide fluorescence polarization, 1 h | inhibition, % at 20 µM | 0.02% of 330,000 active | AID 504414;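 active means highest replicate inhibition of at least 40%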;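 further: plate controls were DMSO neutral control wells for no effect and unlabeled competitor peptide control wells for full effect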
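Control set: unlabelled peptide and DMSO controls / Material: purified CerCALP PDZ construct / Timing: 1 h incubation at room temperature before polarization reading / Doses: 20 µM, one dose / Detection: fluorescence polarization (mP)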
DAGLB inhibitor = diacylglycerol lipase beta (human) inhibition; AID 504411; 0.059% of 340,000 active; Q8NCG7; HEK293T DAGLB membrane lysate, EnzChek fluorogenic substrate; inhibition, % at 5.17 µM; in the data active means inhibition above about 34%;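 further: 0% = enzyme with vehicle and 100% = wells lacking enzyme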
Target sequence (Q8NCG7 whole entry, looked up): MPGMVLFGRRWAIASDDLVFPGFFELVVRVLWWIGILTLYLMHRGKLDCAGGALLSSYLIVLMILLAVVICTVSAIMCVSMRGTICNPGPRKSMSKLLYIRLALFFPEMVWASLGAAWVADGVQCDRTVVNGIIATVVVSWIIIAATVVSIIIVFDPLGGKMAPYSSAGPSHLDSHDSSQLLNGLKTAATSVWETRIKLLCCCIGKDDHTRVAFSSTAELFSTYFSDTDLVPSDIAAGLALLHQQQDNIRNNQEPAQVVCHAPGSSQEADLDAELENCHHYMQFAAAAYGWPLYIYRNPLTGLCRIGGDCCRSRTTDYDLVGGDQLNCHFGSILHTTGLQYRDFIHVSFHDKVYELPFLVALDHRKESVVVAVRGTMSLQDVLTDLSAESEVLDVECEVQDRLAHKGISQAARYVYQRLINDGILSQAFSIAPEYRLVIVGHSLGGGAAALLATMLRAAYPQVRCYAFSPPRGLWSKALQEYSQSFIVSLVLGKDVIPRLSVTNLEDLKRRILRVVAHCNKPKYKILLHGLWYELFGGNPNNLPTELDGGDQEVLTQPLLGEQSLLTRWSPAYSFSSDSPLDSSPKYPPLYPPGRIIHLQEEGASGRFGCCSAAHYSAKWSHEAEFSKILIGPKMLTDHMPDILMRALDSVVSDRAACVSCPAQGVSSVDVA
PvdQ inh = P. aeruginosa PvdQ acylase inhibition | purified PvdQ acylase, fluorescence plate reader | inhibition, % at 10 µM | 0.063% of 340,000 active | AID 488965; in the data active means inhibition above about 30%, passing the limit was not always enough; inconclusive means no clear call, values can overlap the other calls;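 further: 0% = vehicle neutral wells and 100% = reference inhibitor wells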
Tat export inh = inhibitors of E. coli Tat protein transport; 0.036% of 340,000 active; inhibition, % at 10 µM; E. coli MC4100 TorA-mCherry Tat export, fluorescence; AID 488895;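 active means mean replicate inhibition at least 50% and at least half of replicates individually reaching 50%; inconclusive means only one of the two criteria met; inactive means neither criterion met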;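 further: exported cargo escapes ClpAP degradation while cytoplasmic cargo is degraded and loses fluorescence; 0% = median of neutral control wells and 100% = median of NaSCN control wells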
PfHsp90 set2 = growth inhibition of yeast expressing Plasmodium Hsp90; S. cerevisiae expressing PfHsp90, BacTiter-Glo ATP, 48 h; yeast lacking PDR1 and PDR3 efflux regulators; inhibition, % at 9.4 µM; 0.32% of 310,000 active; AID 504621;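 active means every replicate shows inhibition above about 80%, whatever the replicate mean, limit read from the data; inconclusive means mean inhibition reaches the set limit but some replicate falls short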;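 further: 0% = DMSO neutral controls and 100% = 20 µM radicicol positive controls; yeast relying on Plasmodium falciparum Hsp90 in place of its own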
AddAB inh = less growth of phage-infected E. coli with AddAB; E. coli expressing H. pylori AddAB, absorbance growth; inhibition, % at 11.9 µM; 0.29% of 330,000 active; in the data active means inhibition above about 12%;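 further: 0% = vehicle wells of infected cells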
Wnt bcat act = activators of Wnt/beta-catenin signaling; AID 743398; activation, % at 9.35 µM; Wnt/beta-catenin reporter cell assay, activator, plate reader; 1.2% of 300,000 active; in the data active means activation above about 30%, passing the limit was not always enough; inconclusive means no clear call, values can overlap the other calls;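 further: 0% = neutral control wells and 100% = positive control wells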
An asterisk follows results filed as active; ? = inconclusive; / = not tested or not shown. No enrichment for hits (roughly 1.9% active in at least one column).

SMILES | Ecoli viability | Rtt109 HAT inh | phage Ecoli inh | CAL PDZ inh | DAGLB inhibitor | PvdQ inh | Tat export inh | PfHsp90 set2 | AddAB inh | Wnt bcat act
O=C(N/N=C/c1cccnc1)c1cccs1 | 1.9 | -1 | -0.5 | 0.7 | -2 | 6 | 3 | 1 | 2.1 | 22
CN(C(=O)Cn1cc(C#N)c2ccccc21)c1ccccc1 | -0.4 | -1 | -2.0 | 0.0 | -1 | -7 | -2 | 11 | 0.8 | -1
CCCn1c(SCC(=O)c2ccc3c(c2)NC(=O)CO3)nc2ccccc21 | -1.5 | -7 | 3.6 | -0.1 | 2 | -5 | -5 | 1 | 1.3 | 2
CC1Cc2ccccc2N1C(=O)CSc1nnc(NC(=O)Cc2cccs2)s1 (stereo not given) | 0.0 | / | 3.6 | / | / | / | / | / | 3.3 | 4
COc1cc(/C=C2/C(=O)NN(c3ccc(Cl)cc3)C2=O)cc(Br)c1O | 3.5 | -9 | 3.5 | 0.4 | 22 | -11 | 0 | -34 | 1.5 | 2
O=C(CSc1nc(=O)n(CCCN2CCOCC2)c2c1CCCC2)Nc1ccc(F)cc1F | 2.1 | -2 | 1.7 | -0.9 | 0 | -7 | -1 | / | -1.0 | -4
O=C(Nc1cccc(Cl)c1)Nc1ccccc1C(=O)NCc1ccco1 | 2.0 | 1 | 2.8 | 0.2 | -5 | -3 | 9 | / | 4.5 | /
Cc1ccc(S(=O)(=O)CCC(=O)OCc2nnc(-c3ccccc3Br)o2)cc1 | -1.8 | 3 | 5.5 | 0.9 | -10 | -2 | 4 | 16 | 0.9 | -3
COCCN1Cc2cccc(C(=O)NCc3ccccc3OC)c2C1=O | -1.0 | 10 | 0.0 | / | -1 | -4 | 7 | 6 | 1.6 | /
CCOc1ccc(NC(=O)CCN2CCN(c3ccccc3F)CC2)cc1 | 0.2 | -6 | 3.1 | -0.9 | 0 | -5 | 8 | 3 | 1.8 | /
CCNC(=O)Nn1c(C)nnc1C | -0.3 | -6 | 2.4 | 0.0 | 0 | -12 | -8 | 15 | -5.5 | 0
CC(=O)Oc1ccc(C(=O)Nc2cccc(C(=O)c3ccc(C)c(C)c3)c2)cc1 | -0.1 | 25 | 0.9 | -1.8 | -2 | 6 | 21 | -3 | 0.2 | 0
CC(=O)Nc1c(C)cc(OCC(=O)O)cc1C | -1.0 | 1 | -1.9 | -1.3 | -2 | -13 | 1 | -3 | 2.5 | 3
COc1ccc(/C=N/NC(=O)c2cccnc2)cc1CSc1nc2ccccc2s1 | -1.8 | 36 | 2.3 | -8.6 | -4 | 5 | -2 | 34 | 1.9 | /
CN(Cc1ccccc1)C(=O)CSc1nc2ccccc2c(=O)n1Cc1ccco1 | -2.7 | 1 | 1.2 | -2.9 | -5 | -15 | 2 | -25 | -1.9 | /
CCC(C)c1ccccc1N1CC(C(=O)Nc2ccc(N3CCOCC3)cc2)CC1=O (stereo not given) | -1.8 | 1 | 1.9 | -0.9 | -4 | 3 | -6 | 8 | 1.7 | -1
COc1cc(C)c(Cl)cc1S(=O)(=O)n1ccnc1 | -1.1 | 2 | 4.6 | -1.6 | 0 | 8 | -2 | -16 | 1.7 | -2
Cc1ccc2occ(/C=N/NC(=O)c3ccncc3)c(=O)c2c1 | / | 1 | -0.3 | -1.8 | 4 | -10 | 2 | 1 | / | 0
COc1ccc(C)cc1-n1nnnc1SCC(=O)NNC(=O)c1ccc([N+](=O)[O-])cc1 | -3.1 | 7 | 7.5 | -2.0 | -2 | -13 | -2 | -3 | 4.7 | -2
O=C(COC(=O)c1ccc(F)cc1Cl)Nc1cccc(S(=O)(=O)N2CCOCC2)c1 | 2.1 | 3 | 1.3 | -1.9 | -4 | 1 | -1 | -2 | -0.1 | -1
CCOC(=O)c1c(C)c(C(=O)NCC2CCCO2)c(C)n1C (stereo not given) | -1.1 | -3 | 2.8 | 0.5 | 2 | -9 | 0 | / | 0.9 | /
Cc1ccccc1C(=O)N1CCC(C(=O)Nc2ccc3c(c2)OCCO3)CC1 | -1.9 | -6 | -3.6 | -2.6 | -1 | 2 | -2 | 6 | 0.6 | 0
COc1ccc2ccccc2c1CNC(C)CCc1ccccc1 (stereo not given) | 1.5 | 6 | -0.8 | -1.0 | -2 | -10 | 0 | 16 | 0.2 | -4
COc1ccccc1NC(=S)NNC(=O)c1nn(C)cc1Cl | -1.0 | 5 | 1.6 | -2.1 | 3 | 4 | 0 | 5 | 1.4 | /
CCN1CCN(c2ccc(NC(=O)c3cc4ccccc4cc3OC)cc2C)CC1 | -2.6 | -1 | 3.5 | 0.3 | 5 | -7 | -5 | 18 | -0.6 | 27
O=C(Cn1c(NCCO)nc2ccccc21)N1CCN(Cc2ccccc2)CC1 | -1.4 | 14 | 3.2 | 0.3 | -4 | 5 | 10 | 3 | -1.4 | -1
O=C(/C=C/c1ccccc1)NCC(=O)N/N=C/c1ccco1 | 0.8 | -8 | 1.5 | -0.5 | 2 | 7 | 1 | 3 | 1.5 | 4
CC(=O)c1cc(CN2CCC(n3nccc3NC(=O)c3ccccc3)CC2)cs1 | -0.9 | -3 | -1.2 | 0.0 | 0 | -10 | 1 | 7 | -1.6 | 1
Cc1ccccc1N1C(=O)c2ccccc2C1O (stereo not given) | 0.1 | 1 | 0.5 | -0.8 | 0 | 1 | -10 | 9 | -0.7 | -2
Nc1c(C(=O)Nc2ccccc2)sc2nc(-c3cccnc3)ccc12 | 0.8 | / | -0.2 | / | / | / | / | / | -1.4 | 8

5 successive entries out of the list so far, quoted:
SMILES | Ecoli viability | Rtt109 HAT inh | phage Ecoli inh | CAL PDZ inh | DAGLB inhibitor | PvdQ inh | Tat export inh | PfHsp90 set2 | AddAB inh | Wnt bcat act
CCOC(=O)c1c(C)c(C(=O)NCC2CCCO2)c(C)n1C (stereo not given) | -1.1 | -3 | 2.8 | 0.5 | 2 | -9 | 0 | / | 0.9 | /
Cc1ccccc1C(=O)N1CCC(C(=O)Nc2ccc3c(c2)OCCO3)CC1 | -1.9 | -6 | -3.6 | -2.6 | -1 | 2 | -2 | 6 | 0.6 | 0
COc1ccc2ccccc2c1CNC(C)CCc1ccccc1 (stereo not given) | 1.5 | 6 | -0.8 | -1.0 | -2 | -10 | 0 | 16 | 0.2 | -4
COc1ccccc1NC(=S)NNC(=O)c1nn(C)cc1Cl | -1.0 | 5 | 1.6 | -2.1 | 3 | 4 | 0 | 5 | 1.4 | /
CCN1CCN(c2ccc(NC(=O)c3cc4ccccc4cc3OC)cc2C)CC1 | -2.6 | -1 | 3.5 | 0.3 | 5 | -7 | -5 | 18 | -0.6 | 27

Additional records follow:
SMILES | Ecoli viability | Rtt109 HAT inh | phage Ecoli inh | CAL PDZ inh | DAGLB inhibitor | PvdQ inh | Tat export inh | PfHsp90 set2 | AddAB inh | Wnt bcat act
COc1ccc(NC(=O)Nc2ccc(Cc3ccncc3)cc2)cc1OC | -0.4 | 10 | 0.8 | / | 0 | -8 | -14 | -35 | 3.4 | -5
COc1ccc(OCC(=O)N/N=C2\CCCCc3ccccc32)cc1 | -2.6 | 20 | 2.2 | -1.1 | -4 | 4 | 0 | -9 | -2.2 | -1
CCOC(=O)c1sc(NC(=O)CSc2nc3c(c(-c4ccc(OC)cc4)c2C#N)CCCC3)c(C#N)c1C | -1.2 | 2 | 1.7 | -2.4 | -3 | -10 | -6 | 22 | 3.6 | /
CCc1ccc(C(C(=O)NC2CCCC2)N(CCOC)C(=O)CCC(=O)Nc2cc(C)on2)cc1 (stereo not given) | -2.1 | 6 | -0.2 | 0.6 | -1 | 0 | ? | -5 | 3.6 | 0
O=S(=O)(c1ccc2nc(COc3ccccc3)[nH]c2c1)N1CCOCC1 | -0.9 | -5 | 1.1 | -3.2 | 3 | -5 | 10 | 1 | 0.8 | /
CC(=O)N1CCOc2ccc(S(=O)(=O)NC[C@H]3O[C@@H](n4cnc5c(N)ncnc54)[C@H](O)[C@@H]3O)cc21 | -0.7 | 1 | 1.2 | 0.8 | -1 | -18 | -8 | -34 | -0.6 | -1
Cc1nc(NC(=O)C2CC2)sc1C(=O)N1CCCCC1 | 0.9 | 13 | 0.6 | -2.7 | -2 | -11 | 3 | 8 | 0.1 | /
COc1ccc(-c2csc(Nc3ccc(S(N)(=O)=O)cc3)n2)cc1OC | 1.4 | / | 3.9 | -0.8 | 2 | 2 | -3 | -2 | 0.2 | /
Cc1cc(C(C)(C)C)oc1C(=O)N(CC(=O)NC1CCCC1)Cc1ccccc1 | 1.6 | 2 | 0.9 | -1.9 | -4 | -3 | 2 | -4 | 1.1 | 3
CCOC(=O)c1c(-c2ccccc2)csc1NC(=O)c1nn(CC)cc1Br | -0.2 | 32 | 0.8 | -2.7 | -16 | 3 | 1 | -15 | 0.2 | -3
Cc1c(S(=O)(=O)N2CCCC2)c(=O)n(C)c(=O)n1C | -1.2 | -1 | 3.5 | -2.0 | -1 | 5 | -4 | / | 5.2 | -1
Cc1cc(C)c2nc(NC(=O)C3CC(=O)N(Cc4ccco4)C3)sc2c1 (stereo not given) | 1.5 | 26 | 4.3 | 1.1 | 0 | 17 | 35 | -2 | -0.7 | -2
O=C(N/N=C/c1ccc2cccnc2c1)c1ccco1 | -3.7 | 0 | 2.7 | -2.4 | 2 | 0 | -8 | -13 | -2.3 | 15
COc1ccccc1N1CCN(/N=C\c2ccc(C)o2)CC1 | -2.8 | 13 | 2.8 | -0.2 | 0 | 8 | 7 | 3 | 2.2 | 42*
COc1cccc(NC(=O)CCc2ccccc2)c1 | 0.1 | -7 | 2.4 | 0.6 | -2 | -7 | 0 | -23 | 3.6 | 14
Cc1cccc(NC(=O)CCSc2ccccc2)c1C | -2.3 | 7 | 4.0 | -1.3 | -7 | 9 | 1 | -1 | 0.9 | 52*
Cn1ccnc1SCCC#N | 3.7 | -20 | 0.9 | -0.7 | -4 | -15 | -3 | -36 | 0.5 | /
CCN(CC)c1ccc(S(=O)(=O)N2CCCCC2)cc1NC(=O)CSCc1c(C)noc1C | / | 14 | 1.0 | -0.3 | -9 | 7 | 14 | 2 | / | -3
CCOC(=O)c1ccc(NC(=O)COc2cc(=O)n(CC)c3ccccc23)cc1 | -1.2 | 2 | 2.9 | -0.2 | 1 | 6 | 3 | -11 | 0.9 | 0
CC(=NNC(=S)N1CC2CCC(CC2)C1)c1cnccn1 | / | 4 | 5.4 | -0.1 | 13 | -19 | -12 | 145* | / | -4
CC(=O)Nc1ccc(S(=O)(=O)N2CCN(CCN3CCOCC3)CC2)cc1Cl | 1.5 | 3 | 2.5 | -1.6 | -4 | -7 | 0 | 18 | 2.5 | 1

Screening data deposited in PubChem by several laboratories.
